High-throughput results deposited in PubChem by Sanford-Burnham Center for Chemical Genomics.
SENP1 FRET inh = blocks the human SENP1 SUMO protease catalytic domain. inhibition, % at 10 µM. Q9P0U3. recombinant SENP1 catalytic domain, CyPet-SUMO1-YPet FRET cleavage. 0.21% of 360,000 active;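 active means inhibition at least 30% at 10 µM, raw YFP signal under a set limit, fluorescence ratio 0.5 to 1.5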;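 further: 0% = enzyme with DMSO and 100% = no enzyme wells; some results filed as inactive read as strong as hits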
Target sequence (Q9P0U3 419-644 limits assumed): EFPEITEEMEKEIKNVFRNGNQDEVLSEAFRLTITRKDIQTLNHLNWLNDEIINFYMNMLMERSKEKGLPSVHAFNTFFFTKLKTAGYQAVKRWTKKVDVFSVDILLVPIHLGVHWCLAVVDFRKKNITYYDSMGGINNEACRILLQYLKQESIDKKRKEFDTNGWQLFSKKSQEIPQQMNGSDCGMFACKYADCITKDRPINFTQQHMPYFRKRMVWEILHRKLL
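Compound: 10 µM single point, 0.5% DMSO; Test system: hSENP1 catalytic domain, recombinant; Timing: 50 min reaction at room temperature; Technique: FRET, CFP and YFP emission; Control set: no-enzyme wells low, DMSO-plus-enzyme wells high control.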
Apaf-1 inh = blocks human Apaf-1 apoptosome activity. O14727. reconstituted apoptosome caspase-3 activity, DEVD-Rh110 fluorescence. inhibition, % at 20 µM. 0.71% of 330,000 active; active means inhibition of at least 40% at 20 µM;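 further: plate controls were DMSO wells for no effect and DEVD-CHO caspase inhibitor wells for full effect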
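Material: biochemical Apaf-1 apoptosome reconstitution. Medium: Hepes buffer, pH 7.5. Also added: cytochrome c activation, bis-DEVD rhodamine 110 substrate. Timing: 30 min compound preincubation, 50 min activation, room temperature. Measured by: rhodamine 110 fluorescence at Ex 480/Em 540 nm.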
PfG6PD inh = PfG6PD (Plasmodium falciparum) enzyme inhibition | PfGluPho enzyme, NADPH resazurin-diaphorase fluorescence | inhibition, % at 20 µM | AID 504690 | 0.78% of 350,000 active;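 active means inhibition reaching at least a set limit at 20 µM in the primary screen, cut at about 59% in these data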;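 further: 0% = DMSO wells with substrate and 100% = DMSO wells lacking glucose-6-phosphate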
SENP7 block = blocks the human protease SENP7. Q9BQF6. recombinant SENP7, Z-RLRGG-aminoluciferin luminescence, 40 min. inhibition, % at 5 µM. 1.5% of 330,000 active. AID 434973;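 active means inhibition above about 50% at the single test dose, limit read from the data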;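 further: plate controls were DMSO with enzyme for no effect and no enzyme buffer wells for full effect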
Target sequence (Q9BQF6 706-1050 limits assumed): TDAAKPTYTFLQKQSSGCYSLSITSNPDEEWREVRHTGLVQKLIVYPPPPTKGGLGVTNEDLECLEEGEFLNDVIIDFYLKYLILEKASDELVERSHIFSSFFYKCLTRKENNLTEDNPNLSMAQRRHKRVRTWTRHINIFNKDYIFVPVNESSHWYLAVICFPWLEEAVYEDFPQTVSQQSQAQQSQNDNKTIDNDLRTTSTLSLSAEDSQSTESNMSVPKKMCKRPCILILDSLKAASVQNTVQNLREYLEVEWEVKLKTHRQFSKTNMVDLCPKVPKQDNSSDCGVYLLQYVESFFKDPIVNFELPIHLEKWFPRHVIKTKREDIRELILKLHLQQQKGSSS
HKDC1 inhibitor = HKDC1 (human) hexokinase inhibition; inhibition, % at 20 µM; Q2TB90; recombinant HKDC1, G6PDH/diaphorase resazurin coupled fluorescence; 0.16% of 340,000 active;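 active means inhibition above about 35% when tested at 20 µM, limit read from the data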;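 further: plate controls were DMSO wells with enzyme for no effect and DMSO wells lacking enzyme for full effect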
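System: Recombinant HKDC1 hexokinase | Amount: HKDC1 at 5 µg/mL | Reagent: Glucose with 1 mM ATP | Doses: Single 20 µM dose | Incubation: Reaction time 90 min, room temperature, protected from light | Signal: Coupled resazurin fluorescence, excitation 525 nm, emission 613 nm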
SENP8 block-1 = blocks human SENP8 cleavage of Nedd8 substrate | Q96LD8 | recombinant SENP8, Nedd8 substrate fluorescence | inhibition, % at 20 µM | 0.64% of 360,000 active | AID 602440; in the data active means inhibition mostly above about 40%, no sharp cut-off; inactive means mostly below about 27%
Target sequence (Q96LD8 whole entry, looked up): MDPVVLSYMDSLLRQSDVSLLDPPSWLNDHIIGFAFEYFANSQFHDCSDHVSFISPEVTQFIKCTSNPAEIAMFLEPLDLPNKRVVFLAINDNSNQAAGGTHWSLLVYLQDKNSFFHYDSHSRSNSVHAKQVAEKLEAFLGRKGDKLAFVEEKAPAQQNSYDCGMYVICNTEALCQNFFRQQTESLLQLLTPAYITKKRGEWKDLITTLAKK
SENP6 inh = blocks the human protease SENP6 | 1.8% of 330,000 active | inhibition, % at 10 µM | Q9GZR1 | AID 2599 | Recombinant SENP6 catalytic domain, aminoluciferin luminescence;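 active means inhibition above about 50% at the single tested dose, limit read from the data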;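 further: plate controls were DMSO wells with enzyme for no effect and DMSO wells lacking enzyme for full effect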
NLRP3 yeast inh = NALP3 inhibition in yeast; Yeast reconstituted NLRP3/ASC/caspase-1, beta-gal luminescence, 24 h; inhibition, % at 10 µM; 0.39% of 330,000 active; AID 2825;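 active means inhibition of 50% or more; inactive means inhibition below 50%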;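 further: plate controls were induced DMSO wells for no effect and uninduced yeast grown without galactose for full effect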
SENP8 block-2 = SENP8 protease inhibition | 1.2% of 330,000 active | purified SENP8, Z-RLRGG-aminoluciferin cleavage, luminescence | inhibition, % at 10 µM | AID 2540 | Q96LD8; in the data active means inhibition above about 50%
* marks the source's active call; other numbers are inactive results; nt = not tested or not shown. Not a hit list (roughly 4.1% active in at least one column).

cpd	Compound	SENP1 FRET inh	Apaf-1 inh	PfG6PD inh	SENP7 block	HKDC1 inhibitor	SENP8 block-1	SENP6 inh	NLRP3 yeast inh	SENP8 block-2
1	O=[N+]([O-])c1ccc(Cl)c(/C=N/N2CCN(c3ccccc3)CC2)c1	2	-13	-1	10	0	20	-7	27	-12
2	CC1(C)CCC(=O)C=C1Nc1ccc(F)c(Cl)c1	1	2	1	-4	-4	24	15	10	4
3	CC(=O)c1ccc(N=Nc2ccc(C)cc2)cc1	2	4	6	87*	-9	22	85*	17	82*
4	O=C(Cn1cc(C(=O)C(F)(F)F)c2ccccc21)N1CCOCC1	2	-7	-3	-2	-11	3	-30	9	-10
5	CC(C)C(=O)c1ccc(O)c(O)c1	3	-10	-37	1	-12	18	0	11	-1
6	CCCCCCn1c(CN2CCCCC2CC)nc2c1c(=O)n(C)c(=O)n2C (stereo not given)	2	15	4	4	2	-1	-14	16	6
7	O=C(NCCNC(=O)c1ccccc1F)c1ccccn1	-2	-5	8	-12	-8	4	-12	8	-4
8	CN(C)S(=O)(=O)c1cccc(COC(=O)CCNC(=O)c2ccc([N+](=O)[O-])cc2)c1	2	0	-6	4	4	21	-10	-1	0
9	N#CCCn1c(SCC(=O)NCCc2ccc(F)cc2)nc2ccccc21	3	0	9	4	2	10	-12	14	-11
10	O=C(COC(=O)C1CC(=O)N(Cc2ccco2)C1)c1ccc(OC(=O)c2ccco2)cc1 (stereo not given)	0	-3	5	7	29	2	-13	7	6
11	COc1cccc(CN(CC2CCCO2)S(=O)(=O)c2ccc(-n3cnnn3)c(OC)c2)c1 (stereo not given)	1	6	6	-3	-6	15	-1	6	-1
12	Cc1nc2ccccn2c1-c1csc(NCc2ccco2)n1	-1	10	28	9	-6	-146	13	16	4
13	COc1cccc(-n2c(=S)sc3c(=O)n(-c4ccccc4C)c(SCC(=O)O)nc32)c1	1	3	-2	7	-4	11	-1	8	3
14	CN1CCN(C(=O)C2CC(=O)N(c3ccc(Cl)cc3)C2)CC1 (stereo not given)	-1	2	-31	2	3	7	-12	11	1
15	Cc1nn(-c2ccccc2)c(C)c1/C=C/C(=O)OCC(=O)Nc1ccc(S(N)(=O)=O)cc1	-1	-14	-2	5	4	4	-10	20	0

Next section.
cpd	Compound	SENP1 FRET inh	Apaf-1 inh	PfG6PD inh	SENP7 block	HKDC1 inhibitor	SENP8 block-1	SENP6 inh	NLRP3 yeast inh	SENP8 block-2
16	Cn1ccnc1C(O)c1ccco1 (stereo not given)	-44	-4	-9	1	-9	12	-16	5	-3
17	Cc1ccc(OC(=O)CCC(=O)Nc2ccc(S(=O)(=O)Nc3cc(C)on3)cc2)cc1	2	-10	8	3	15	5	-3	9	-5
18	Cc1ccc(S(=O)(=O)Nc2nc3ccccc3nc2NCc2ccc3c(c2)OCO3)cc1C	-7	11	-15	1	6	-348	5	-1	3
19	Cc1ccc(OCC(=O)Nc2cccc(S(=O)(=O)N3CCCCCC3)c2)cc1C	1	22	14	5	4	3	-12	14	-7
20	S=C(Nc1cccnc1)Nc1ccccc1Br	0	2	-4	0	-7	20	6	-2	-3
21	COc1ccc(/C=C2\CN(Cc3ccccc3)C/C(=C\c3ccc(OC)cc3)C2=O)cc1	-28	nt	10	nt	13	18	nt	nt	nt
22	CC(=O)c1ccccc1NC(=O)COC(=O)CCC1CCCC1	3	20	10	-7	7	3	0	14	-10
23	O=C(CSc1nc2ccccc2s1)NC1CCCc2ccccc21 (stereo not given)	2	15	-8	11	0	19	-6	14	7
24	CN(C)C(=O)c1cn(-c2ccccc2)nc1-c1cccc([N+](=O)[O-])c1	3	19	4	10	-3	20	-4	23	-13
25	CC1CCCCN1CC(O)COCc1ccccc1 (stereo not given)	1	nt	4	nt	-4	4	nt	nt	nt
26	OC(COC(c1ccccc1)c1ccccc1)CN1CCCCC1 (stereo not given)	2	2	-14	3	-7	17	0	6	5
27	COc1ccc(C=C(C#N)C#N)c(CSc2ccccn2)c1	-6	2	3	-3	28	12	-12	13	15
28	CCOC(=O)N1CCN(c2ccncc2S(=O)(=O)N2CCCCC2)CC1	0	-15	0	2	1	3	-3	19	1
29	CCOc1ccc(Oc2ccccc2NC(=O)CCNC(C)=O)cc1	1	-5	0	1	-3	1	-6	7	4
30	Cc1nc2ccccc2cc1C(=O)N/N=C/c1ccccc1[N+](=O)[O-]	2	1	-10	0	-12	5	5	26	3

(further entries)
cpd	Compound	SENP1 FRET inh	Apaf-1 inh	PfG6PD inh	SENP7 block	HKDC1 inhibitor	SENP8 block-1	SENP6 inh	NLRP3 yeast inh	SENP8 block-2
31	COc1cc(/C=C/C(=O)N2CCCC2)cc(OC)c1OC	3	5	11	11	2	-61	-11	1	-6
32	CC(C)Oc1ccc(C(=O)Nc2cc(=O)n(C)c(=O)n2C)cc1	-3	1	-4	-15	-2	-9	4	13	10
33	CNS(=O)(=O)c1cccc(C(=O)NNC(=O)CN(C)S(=O)(=O)c2ccc(Cl)cc2)c1	1	1	-10	-5	5	13	-9	1	1
34	O=C(CN1CCC(C(=O)c2ccc3c(c2)OCCO3)CC1)Nc1ccccc1C(F)(F)F	-1	21	13	0	0	10	-3	13	3
35	CCOC(=O)c1cnc(SCC)[nH]c1=O	2	1	3	-2	-7	19	-6	15	7
36	c1ccc(-c2ccc(OCCCNC3CCCC3)cc2)cc1	4	16	5	-6	-4	16	-15	7	-19
37	C#CCCOC(=O)N1C2=NC(C(=O)OC)=C(C(=O)OC)[C@@H]3N(CC=C)c4ccccc4[C@]23C[C@H]1C(=O)OC	2	5	11	-8	-5	10	-25	-4	-11
38	CC(=O)Oc1ccc(C2C3=C(CC(C)(C)CC3=O)Nc3cc4c(cc32)OCCO4)cc1 (stereo not given)	-10	-2	-20	-2	-1	-407	-10	13	-4
39	CCN(CC)c1ncnc2ccc(Br)cc12	-1	-1	-10	1	-1	27	-8	25	2
40	COc1ccc(C(CNc2ncnc3sccc23)N(C)C)cc1OC (stereo not given)	-89	2	-11	7	-3	-64	-13	4	-1
41	O=c1c(-c2ccccc2)c(O)c2c(n1-c1ccccc1)CCCC2	-1	-7	15	4	4	-6	14	15	7
42	O=C(Nc1ccon1)c1ccc(OC2CCCC2)cc1	2	-4	-4	31	-8	8	49	32	26
43	CCN(CC)S(=O)(=O)c1cc(NS(=O)(=O)c2ccc(Cl)c(C(=O)O)c2)ccc1C	-4	-10	-5	5	4	26	-9	-8	-2
44	CCNC(=O)NC(=O)COC(=O)CCc1nc(=O)c2ccccc2n1C	0	-1	15	3	1	16	11	4	4
45	CC(=O)N/C(=N/c1nc(C)cc(C)n1)Nc1ccc(NC(C)=O)cc1	0	-9	2	-7	-5	10	-8	15	-8

(next part)
cpd	Compound	SENP1 FRET inh	Apaf-1 inh	PfG6PD inh	SENP7 block	HKDC1 inhibitor	SENP8 block-1	SENP6 inh	NLRP3 yeast inh	SENP8 block-2
46	COc1cc(/C=C/C(=O)OCC(=O)Nc2cc(S(=O)(=O)N3CCCC3)ccc2Cl)cc(OC)c1OC	0	3	0	-7	-2	-495	-16	4	-14
47	CCOc1cc(/C=C2\N=C(C)OC2=O)cc(Br)c1OCCc1ccccc1	1	17	-15	-1	1	23	-11	8	-9
48	CC(OC(=O)Cc1ccccc1F)C(=O)Nc1ccc(Cl)cn1 (stereo not given)	6	12	-8	0	0	6	-7	30	-9
49	CCOC(=O)c1cc2occc2n1CC(=O)NC1CCCCC1C (stereo not given)	3	-4	-6	13	10	-1	5	8	3
50	COc1ccc(N(CC(=O)N/N=C/c2cccc3c2OCCO3)S(=O)(=O)c2ccc(NC(C)=O)cc2)cc1	3	9	-13	1	38*	-158	5	22	-14

Molecules above with a Cl atom:
cpd	Compound	SENP1 FRET inh	Apaf-1 inh	PfG6PD inh	SENP7 block	HKDC1 inhibitor	SENP8 block-1	SENP6 inh	NLRP3 yeast inh	SENP8 block-2
1	O=[N+]([O-])c1ccc(Cl)c(/C=N/N2CCN(c3ccccc3)CC2)c1	2	-13	-1	10	0	20	-7	27	-12
2	CC1(C)CCC(=O)C=C1Nc1ccc(F)c(Cl)c1	1	2	1	-4	-4	24	15	10	4
14	CN1CCN(C(=O)C2CC(=O)N(c3ccc(Cl)cc3)C2)CC1 (stereo not given)	-1	2	-31	2	3	7	-12	11	1
33	CNS(=O)(=O)c1cccc(C(=O)NNC(=O)CN(C)S(=O)(=O)c2ccc(Cl)cc2)c1	1	1	-10	-5	5	13	-9	1	1
43	CCN(CC)S(=O)(=O)c1cc(NS(=O)(=O)c2ccc(Cl)c(C(=O)O)c2)ccc1C	-4	-10	-5	5	4	26	-9	-8	-2
46	COc1cc(/C=C/C(=O)OCC(=O)Nc2cc(S(=O)(=O)N3CCCC3)ccc2Cl)cc(OC)c1OC	0	3	0	-7	-2	-495	-16	4	-14
48	CC(OC(=O)Cc1ccccc1F)C(=O)Nc1ccc(Cl)cn1 (stereo not given)	6	12	-8	0	0	6	-7	30	-9

Of the compounds above, these have a COOH group.
cpd	Compound	SENP1 FRET inh	Apaf-1 inh	PfG6PD inh	SENP7 block	HKDC1 inhibitor	SENP8 block-1	SENP6 inh	NLRP3 yeast inh	SENP8 block-2
13	COc1cccc(-n2c(=S)sc3c(=O)n(-c4ccccc4C)c(SCC(=O)O)nc32)c1	1	3	-2	7	-4	11	-1	8	3
43	CCN(CC)S(=O)(=O)c1cc(NS(=O)(=O)c2ccc(Cl)c(C(=O)O)c2)ccc1C	-4	-10	-5	5	4	26	-9	-8	-2
